ERAP1 inh: ERAP1 (human) enzyme inhibition. recombinant ERAP1, Leu-AMC fluorescence, 60 min. inhibition, % at 10.7 µM. actives 0.15% (n = 340,000);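 active = mean replicate inhibition of at least 30%, or all replicates individually reaching that 30% level; inactive = mean below 30% and not every replicate reaching it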;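 note: 0% = neutral control wells and 100% = L-leucinethiol positive control wells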
Target sequence (Q9NZ08 whole entry, looked up): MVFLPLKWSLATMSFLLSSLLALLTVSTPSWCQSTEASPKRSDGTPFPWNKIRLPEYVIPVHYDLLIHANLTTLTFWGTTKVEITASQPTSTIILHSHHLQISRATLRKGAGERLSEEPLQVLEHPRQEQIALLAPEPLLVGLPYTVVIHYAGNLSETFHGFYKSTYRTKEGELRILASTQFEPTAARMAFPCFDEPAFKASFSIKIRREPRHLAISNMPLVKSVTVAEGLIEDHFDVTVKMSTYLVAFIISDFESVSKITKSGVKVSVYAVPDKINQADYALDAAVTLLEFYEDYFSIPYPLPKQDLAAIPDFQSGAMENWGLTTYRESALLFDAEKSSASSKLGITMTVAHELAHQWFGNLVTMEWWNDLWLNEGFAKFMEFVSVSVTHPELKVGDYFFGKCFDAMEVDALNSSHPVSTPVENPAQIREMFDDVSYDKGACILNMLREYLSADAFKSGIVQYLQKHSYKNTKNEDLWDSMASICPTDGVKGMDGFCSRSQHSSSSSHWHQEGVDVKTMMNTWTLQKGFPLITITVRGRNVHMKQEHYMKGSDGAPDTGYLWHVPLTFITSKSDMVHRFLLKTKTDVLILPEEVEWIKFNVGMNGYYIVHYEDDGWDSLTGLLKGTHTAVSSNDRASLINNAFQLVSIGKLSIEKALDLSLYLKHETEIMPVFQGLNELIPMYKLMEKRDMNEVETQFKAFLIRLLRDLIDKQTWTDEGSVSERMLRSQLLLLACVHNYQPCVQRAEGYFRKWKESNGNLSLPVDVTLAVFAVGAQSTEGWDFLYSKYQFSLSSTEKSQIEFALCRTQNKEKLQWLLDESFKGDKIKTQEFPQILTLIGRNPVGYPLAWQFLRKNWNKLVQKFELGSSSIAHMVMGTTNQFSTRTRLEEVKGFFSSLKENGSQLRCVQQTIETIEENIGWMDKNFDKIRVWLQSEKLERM
miR122 inh: inhibitors of miR-122 in Huh7 cells. Huh7 miR-122 Renilla luciferase sensor, 48 h; neutral wells = 0, positive control = 100. actives 0.3% (n = 340,000). AID 602342. activation (reporter increase), % at 12.5 µM;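 active = mean replicate activation score at least 90 and every replicate individually at or above 90; inconclusive = only one of the two criteria met; inactive = neither criterion met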;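 note: higher luciferase means less miR-122 activity so hits act as miR-122 inhibitors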
F508del corr: CFTR F508del correction in bronchial cells; CFBE cells, YFP halide quenching; stimulated with forskolin plus potentiator P3; % fluorescence drop versus neutral controls; activity (quench increase), % at 7.58 µM; actives 0.36% (n = 350,000);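 active = mean added fluorescence quench of at least 8% versus neutral control, with both replicates also reaching 8%; inconclusive = only one of the mean or replicate conditions met; inactive = mean below 8% and not both replicates reaching 8%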;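 note: cells transiently co-express mutant CFTR-F508del with the halide-sensitive YFP; corrector assay measuring rescue of mutant channel to the surface after 24 h compound exposure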
ERp5 block: inhibitors of human ERp5; Q15084; inhibition, % at 9.99 µM; actives 0.05% (n = 350,000); ERp5 insulin aggregation, absorbance 650 nm, 90 min; AID 651711;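 active = mean replicate inhibition above about 25%, with every replicate also reaching it, limit read from the data, passing the limit was not always enough; inconclusive = only one of those two criteria met; inactive = neither criterion met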
DENV2 CPE: inhibitors of DENV2 cytopathic effect | DENV2-infected cells, cytopathic effect rescue, plate reader | CPE inhibition, % at 9.99 µM | actives 1.7% (n = 350,000) | AID 651640; in the data active = CPE inhibition above about 20%, passing the limit was not always enough; inconclusive = no clear call, values can overlap the other calls; tested in BHK-21 cells;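 note: 0% = median of neutral control wells and 100% = median of positive control wells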
SIRT5 inh: inhibitors of human sirtuin-5 desuccinylase; AID 652115; Purified SirT5, succinyl-peptide AMC, trypsin-coupled fluorescence; actives 1.1% (n = 330,000); inhibition, % at 15 µM; Q9NXA8; in the data active = inhibition above about 15%; inconclusive = no clear call, values can overlap the other calls
Casp6 inh: caspase-6 (human) enzyme inhibition; purified caspase-6, Z-VEID-R110 cleavage fluorescence; inhibition, % at 12.5 µM; P55212; actives 0.53% (n = 350,000);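 active = mean inhibition across replicates at least about 35%, with every replicate also reaching that limit, limit read from the data; inconclusive = only one of the two criteria met; inactive = neither criterion met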;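 note: 0% = median of neutral control wells and 100% = no fluorescence left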
* marks the source's active call; other numbers are inactive results; ? = inconclusive; · = not tested or not shown; & = joins results of further samples; [ ] = another dose, or the depositor's remark.

SMILES | ERAP1 inh | miR122 inh | F508del corr | ERp5 block | DENV2 CPE | SIRT5 inh | Casp6 inh
COc1cc(C(=O)Nc2ccc3c(c2)ncn3C)cc(OC)c1OC | -5 | 14 | 12* | 3 | 3 | -4 | 0
CCCNC(=O)N1CC2(C1)[C@@H](c1ccccc1)[C@@H](CO)N2CC1CCOCC1 | 6 | · | -0.8 | -4 | 2 | 1 | -1
Cc1ccc(-n2ncc3c2CCCC3NC(=O)CCCN2CCCC2=O)cc1C (configuration not stated) | 1 | -4 | 1.0 | 6 | 2 | -5 | 0
OC(c1ccccc1)c1nccc2ccccc12 (configuration not stated) | -1 | · | 2.4 | 3 | -2 | -5 | 1
CNC[C@H]1Oc2cc(C#CCOC)ccc2S(=O)(=O)N([C@@H](C)CO)C[C@H]1C | -1 | 1[16.7 µM] | 1.8 | 2 | -5 | -5 | -2
CC(=O)CSc1ncnc2sc3c(c12)CCC(C)C3 (configuration not stated) | -2 | · | -1.9 | 4 | 5 | -4 | -1
C[C@H]1CN([C@@H](C)CO)C(=O)c2cccc(NC(=O)c3nc4ccccc4s3)c2O[C@H]1CN(C)C(=O)Nc1ccc(F)cc1 | 2&2 | 1[16.7 µM] | 0.8&-1.0 | -3&1 | -8&3 | 2&0 | -1&-2
C[C@@H]1CN([C@H](C)CO)S(=O)(=O)c2ccc(-c3cccc(F)c3)cc2O[C@@H]1CN(C)S(C)(=O)=O | -1 | 30[16.7 µM] | · | -5 | 5 | 7 | -2
COCC(=O)N1C[C@@H](C)[C@@H](OC)CN(C)C(=O)c2cc(NC(=O)c3ccc(OC)cc3)ccc2OC[C@@H]1C | 0 | -3[16.7 µM] | 0.4 | 0 | 2 | -4 | -2
O=C(COc1ccc(S(=O)(=O)NCCc2ccccc2)cc1)N1CCCC1 | 1 | 77 | · | 3 | · | · | 1
O=C(Nc1ccccc1)P(=O)(O)c1ccccc1 | 1 | -4 | -2.1 | 1 | 10 | · | -3
CCCNC(=O)N(C)C[C@@H]1Oc2cc(C#C[C@H](C)O)ccc2S(=O)(=O)N([C@@H](C)CO)C[C@@H]1C | 4 | 7[16.7 µM] | -1.0 | -4 | -3 | -2 | -2
Cc1ccc(S(=O)(=O)N(C)c2ccc(C(=O)NCc3ccccn3)cc2)cc1 | -3 | · | -0.4 | -3 | 0 | -2 | -1
OCCCn1c(C(CO)Nc2nc(-c3ccc(Cl)cc3)cs2)nc2ccccc21 (configuration not stated) | 0 | -4 | 1.2 | -1 | · | · | 1
CCCC#Cc1ccc2c(c1)O[C@@H](CN(C)C(=O)C1CC1)[C@H](C)CN([C@@H](C)CO)S2(=O)=O | 0 | 5[16.7 µM] | 0.8 | 1 | 8 | 3 | 0
O=C(Nc1ccc(F)cc1)N[C@@H]1CC[C@@H](CCNC(=O)c2cc(Cl)cc(Cl)c2)O[C@@H]1CO | 3 | · | 0.0 | -4 | 1 | 0 | 4
CS(=O)(=O)c1ccc(C(=O)OCC(=O)NC(=O)Cc2ccccc2)cc1 | 1 | -5 | 0.7 | 5 | 0 | 12 | 2
COc1ccccc1C(=O)N1C[C@H]2[C@@H](c3ccccc31)[C@H](CO)N2C(=O)Cc1ccccc1 | 0 | 4[16.7 µM] | 0.1 | -4 | -11 | 9 | 2
CNC[C@H]1OCCCC[C@@H](C)Oc2ccc(NS(=O)(=O)c3ccccc3)cc2C(=O)N([C@@H](C)CO)C[C@@H]1C | 0 | -1[16.7 µM] | -2.5 | -6 | 16 | -1 | -3
C/C=C/c1cnc2c(c1)C(=O)N([C@@H](C)CO)C[C@@H](C)[C@@H](CN(C)C(=O)c1cccnc1)O2 | 3 | 5[16.7 µM] | 0.1 | 0 | -1 | 1 | 1
O=[N+]([O-])c1[nH]cnc1/C=C/c1ccccc1 | 0 | 11 | -2.4 | -1 | 0 | 0 | 0
O=C1CC(NS(=O)(=O)c2ccc([N+](=O)[O-])cc2)CN1c1ccc2c(c1)OCCO2 (configuration not stated) | 2 | · | 0.1 | 7 | -1 | -2 | 3
O=C(Nc1ccc(F)cc1)C(c1ccnc2ccccc12)N1CCN(C(=O)c2ccco2)CC1 (configuration not stated) | · | · | -3.3 | -9 | -4 | -2 | 1
O=C(NCCCN1CCOCC1)C(=O)NCc1ccccc1Cl | -2 | 0 | 1.5 | 2 | 5 | -1 | 10
Cc1cc(N=Nc2ccc3ccccc3c2)ccc1O | 3 | -8 | 4.5 | 3 | 19 | · | 3
C[C@H]1CN([C@@H](C)CO)C(=O)Cc2cc(NC(=O)Nc3ccccc3)ccc2O[C@@H]1CN(C)Cc1ccc2c(c1)OCO2 | -5 | -5[16.7 µM] | -0.3 | -1 | -1 | 5 | 2
CCCc1nc2cc(C)c(Br)c(C)n2c1Cc1ccsc1 | -1 | · | -0.6 | -1 | 1 | 1 | 1
CC1CCCCC1NC(=O)CSc1nnc(-c2ccco2)n1N (configuration not stated) | -1 | -1 | 1.2 | 2 | -3 | -4 | 2
Cc1ccc(-c2cc(C(=O)N/N=C/C=C/c3ccccc3)n[nH]2)s1 | 0 | 15 | -1.0 | 4 | 10 | -1 | 2
O=C(O)C1(P(=O)(c2ccc(Cl)cc2)c2ccc(Cl)cc2)CC1 | 7 | -4 | -3.1 | 5 | 7 | -4 | -1
CC1=C(C(=O)N2CCOCC2)CC(CC(=O)NCCN2CCOCC2)C(=O)N1CCC1=CCCCC1 (configuration not stated) | · | -4 | -0.4 | -6 | 4 | 3 | -3
CC(C)NC(=O)Nc1ccc2c(c1)C(=O)N([C@H](C)CO)C[C@H](C)[C@@H](CN(C)Cc1ccc(C(F)(F)F)cc1)OCCCC[C@H](C)O2 | 2 | -8 | -3.2&0.0 | -7&-1 | 0&-12 | 1&5 | 1&1
COc1ccc(NC(=O)c2ccccn2)cc1S(=O)(=O)N1CCOCC1 | 10 | · | -2.2 | 6 | -3 | -7 | 3
COc1ccc(S(=O)(=O)N(C)C[C@H]2Oc3ccc(NC(=O)Nc4ccc(C(F)(F)F)cc4)cc3CC(=O)N([C@H](C)CO)C[C@@H]2C)cc1 | -1 | -7[16.7 µM] | 1.4 | 13 | -1 | 5 | 3
CCN(CC(=O)Nc1c(F)cccc1F)C(=O)C1CCN(C(=O)c2ccc(Cl)cc2)CC1 | 2 | · | 0.7 | 3 | -2 | -9 | -4
Cc1nc2sccn2c(=O)c1S(=O)(=O)N1CCN(c2ccccc2F)CC1 | 1 | -7 | -2.8 | 0 | -7 | -7 | -1
COc1ccc(NC(=S)N2CCC(C(=O)c3ccc(C)cc3)CC2)cc1 | -1 | · | 1.1 | -4 | 2 | -4 | 1
O=[N+]([O-])c1ccc(Sc2n[nH]c(-c3ccncc3)n2)nc1 | -5 | · | -2.4 | 0 | -1 | -1 | 6
O=C(C[C@@H]1CC[C@H](NC(=O)C2CCOCC2)[C@H](CO)O1)NCc1ccncc1 | 2 | · | -0.7 | 7 | ? | -2 | 0
CCOc1ccc(NC(=O)Cn2nnc(C(=O)NCc3ccc(OC)cc3)c2N)cc1 | 2 | -5 | -1.6 | -6 | 8 | -3 | 0
CCS(=O)(=O)N1CCN(S(=O)(=O)c2ccc(Cl)s2)CC1 | -1 | 0 | 0.1 | 9 | · | -7 | -2
Cc1nn(Cc2ccccc2)c(Cl)c1C(=O)NCCc1ccccc1 | 2 | 2 | -2.0 | -3 | 0 | -1 | 1
CCCCN(C=O)c1c(CC)nc2c(OCCn3cccc3)cccn12 | -4 | -5 | 0.4 | 4 | -13 | -4 | 1
Nc1cccc(/C=C/c2ccncc2)c1 | 1 | · | 0.5 | 1 | 6 | 1 | -1
Cc1ccc(C(=O)C2C(c3ccc(-c4ccccc4[N+](=O)[O-])o3)NC(=O)NC2(O)C(F)(F)F)cc1 (configuration not stated) | 7 | -1 | · | -2 | · | 2 | 8
Cn1c(C(=O)OC(C(=O)NCC2CCCO2)c2cccnc2)cc2sccc21 (configuration not stated) | · | · | 0.2 | 5 | -2 | -1 | 2
C[C@@H]1CN([C@H](C)CO)S(=O)(=O)c2ccc(C3=CCCCC3)cc2O[C@@H]1CN(C)S(=O)(=O)c1ccc(F)cc1 | -4 | 25[16.7 µM] | -3.7 | 0 | 23* | -3 | -3
C[C@H]1CN([C@@H](C)CO)C(=O)c2cc(-c3cncnc3)cnc2O[C@H]1CN(C)Cc1ccccc1 | -1 | 0[16.7 µM] | 1.1 | 3 | 5 | -5 | -4
O=C(C[C@@H]1CC[C@H]2[C@@H](COC[C@H](O)CN2Cc2cccc(C(F)(F)F)c2)O1)NCc1ccncc1 | -3 | 3[16.7 µM] | -1.0 | 0 | 1 | 2 | 1
COC(=O)C1(C(=O)OC)C/C=C\CCN(S(=O)(=O)c2ccccc2[N+](=O)[O-])CC1 | -2 | · | 2.1 | -4 | -7 | -6 | 4
O=C(CN1C(=O)NC2(CCCCC2)C1=O)N1CCN(S(=O)(=O)c2cccc(F)c2)CC1 | 6 | · | -0.1 | 3 | 12 | -5 | 1
O=C(CNC(=O)c1cccs1)Nc1ccncc1 | -2 | -2 | -1.6 | -2 | -10 | -3 | -7
NC(=O)CN(C/C=C/c1ccccc1)C/C=C/c1ccccc1 | -1 | 3 | -1.2 | 1 | 0 | 1 | -6
CC(C)NC(=O)[C@H](CSCc1ccccc1)N1Cc2ccccc2C1=O | · | 0 | -0.5 | 4 | -2 | · | 0
CCN(CC)CCC(c1cc(OC)c(OC)c(OC)c1)c1c(OC)cc(OC)c2ccc(=O)oc12 (configuration not stated) | 0 | -2 | 0.6 | -2 | -3 | -2 | -3
COc1cccc(-c2cc3nc4c(c(NCC(C)(C)CN(C)C)n3n2)CCCC4)c1 | 15 | · | -2.4 | -3 | -1 | -4 | 0
O=C(NCC(=O)N(c1cccnc1)C(C(=O)NC1CCCC1)c1cccs1)c1cccs1 (configuration not stated) | 10 | · | · | 1 | -1 | -5 | 0
Cc1ccc2c(C)c(C(=O)N(Cc3ccccc3)C3CCS(=O)(=O)C3)oc2c1 (configuration not stated) | -3 | -3 | -1.9 | 5 | 6 | 1 | 1
COc1cccc(C(=O)N2CCN(C(=O)C3CCCO3)CC2)c1 (configuration not stated) | -2 | 3 | 0.3 | 5 | 1 | -3 | 0
CC1CN(C(=O)c2ccccc2Oc2ccccc2)CC(C)O1 (configuration not stated) | -1 | · | 2.8 | -4 | -3 | 1 | 2
Other entries.
SMILES | ERAP1 inh | miR122 inh | F508del corr | ERp5 block | DENV2 CPE | SIRT5 inh | Casp6 inh
Cc1cccc(OCC(=O)NCC(=O)N/N=C/c2ccc(O)cc2O)c1 | -1 | -7 | 1.5 | -2 | · | 2 | 3
CC(C)C[C@H]1CN(CCCC[C@H]2CNC(=O)C(=O)N2CC2CCCCC2)C(=O)C(=O)N1CC1CCCCC1 | · | · | -1.4 | 2 | 1 | · | 3
CCOc1ccc(-c2nnn(CC(=O)c3ccc4c(c3)OCCO4)n2)cc1 | 0 | 15 | -0.8 | 0 | 7 | -1 | 4
C[C@]12c3[nH]c4ccc(Cl)cc4c3CCN1C(=O)[C@@H](CC(=O)NCC13CC4CC(CC(C4)C1)C3)C[C@@H]2C(=O)N1CCOCC1 | 8 | -17 | 3.3 | -5 | 11 | -1 | 2

Ordered by length of the SMILES (highest first): part of the list above.
SMILES | ERAP1 inh | miR122 inh | F508del corr | ERp5 block | DENV2 CPE | SIRT5 inh | Casp6 inh
C[C@]12c3[nH]c4ccc(Cl)cc4c3CCN1C(=O)[C@@H](CC(=O)NCC13CC4CC(CC(C4)C1)C3)C[C@@H]2C(=O)N1CCOCC1 | 8 | -17 | 3.3 | -5 | 11 | -1 | 2
O=C(NCC(=O)N(c1cccnc1)C(C(=O)NC1CCCC1)c1cccs1)c1cccs1 (configuration not stated) | 10 | · | · | 1 | -1 | -5 | 0
Cc1ccc2c(C)c(C(=O)N(Cc3ccccc3)C3CCS(=O)(=O)C3)oc2c1 (configuration not stated) | -3 | -3 | -1.9 | 5 | 6 | 1 | 1
CCOc1ccc(-c2nnn(CC(=O)c3ccc4c(c3)OCCO4)n2)cc1 | 0 | 15 | -0.8 | 0 | 7 | -1 | 4
Cc1cccc(OCC(=O)NCC(=O)N/N=C/c2ccc(O)cc2O)c1 | -1 | -7 | 1.5 | -2 | · | 2 | 3
CC1CN(C(=O)c2ccccc2Oc2ccccc2)CC(C)O1 (configuration not stated) | -1 | · | 2.8 | -4 | -3 | 1 | 2
